High-throughput results from PubChem.
Mtb BioA inh = inhibitors of Mycobacterium tuberculosis BioA enzyme. purified M. tuberculosis BioA enzyme, plate reader. inhibition, % at 9.99 µM. actives 0.096% (n = 360,000); in the data active means inhibition above about 40%
GDH-TPI inh = inhibits GDH-TPI coupling enzymes, artifact for Mtb FBA screen. GDH-TPI coupled enzyme counterscreen, NADH absorbance. inhibition, % at 4.8 µM. actives 1.2% (n = 360,000); in the data active means inhibition above about 30%;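 further: 0% = DMSO wells and 100% = wells lacking the enzyme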
VHR inh abs = blocks human VHR1 dual specificity phosphatase | inhibition, % at 13.3 µM | P51452 | recombinant VHR phosphatase, pNPP absorbance | actives 0.52% (n = 290,000) | AID 1654; in the data active means inhibition above about 50%; further: some compounds called inactive have numbers as strong as hits
Target sequence (P51452 whole entry, looked up): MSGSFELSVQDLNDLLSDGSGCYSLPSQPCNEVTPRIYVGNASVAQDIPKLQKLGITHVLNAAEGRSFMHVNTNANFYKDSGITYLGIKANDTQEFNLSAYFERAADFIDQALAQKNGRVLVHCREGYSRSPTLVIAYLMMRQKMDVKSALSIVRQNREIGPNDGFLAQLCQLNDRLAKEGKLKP
SSB-PriA inh = blocks PriA binding to SSB C-terminal tail; inhibition, % at 33 µM; actives 0.6% (n = 430,000); AlphaScreen SSBct-PriA binding, biotinylated peptide; in the data active means inhibition mostly above about 37%, no sharp cut-off; inactive means mostly below about 20%;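 further: plate controls were negative control peptide for no effect and reference peptide for full effect; strong numbers were not always called active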
MazEF act = increases E. coli MazEF RNase cleavage of RNA; FAM/BHQ RNA-DNA oligo cleavage fluorescence, 5 h; AID 504720; actives 0.32% (n = 350,000); P0AE70; activation, % at 20 µM; in the data active means activation above about 50%
Target sequence (P0AE70 whole entry, looked up): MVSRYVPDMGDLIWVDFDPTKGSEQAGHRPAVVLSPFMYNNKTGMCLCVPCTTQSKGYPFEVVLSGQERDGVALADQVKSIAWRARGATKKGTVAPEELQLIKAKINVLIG
UGM FP inh = blocks M. tuberculosis UGM enzyme. inhibition, % at 10 µM. actives 0.06% (n = 320,000). purified UGM, fluorescence polarization probe displacement. P9WIQ1; in the data active means inhibition above about 10%, passing the limit was not always enough
Target sequence (P9WIQ1 whole entry, looked up): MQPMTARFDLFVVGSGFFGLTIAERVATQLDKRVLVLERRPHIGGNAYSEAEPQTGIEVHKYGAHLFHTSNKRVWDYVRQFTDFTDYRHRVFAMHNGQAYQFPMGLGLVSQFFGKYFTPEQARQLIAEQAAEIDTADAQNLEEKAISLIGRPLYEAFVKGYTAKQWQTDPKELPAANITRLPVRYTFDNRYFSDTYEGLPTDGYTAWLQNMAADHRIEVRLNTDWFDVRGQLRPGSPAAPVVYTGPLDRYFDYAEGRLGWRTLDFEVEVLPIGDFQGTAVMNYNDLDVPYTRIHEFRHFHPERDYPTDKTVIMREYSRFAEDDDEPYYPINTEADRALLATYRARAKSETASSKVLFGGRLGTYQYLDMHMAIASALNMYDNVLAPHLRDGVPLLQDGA
3CLpro inhibitor = SARS-CoV 3CLpro protease inhibition. recombinant SARS-CoV 3CLpro, quenched FRET peptide cleavage. actives 0.14% (n = 290,000). AID 1706. inhibition, % at 6 µM; in the data active means inhibition above about 12%
BH1578 lux ind = quorum light induction in luxS cqsA deficient V. cholerae; V. cholerae BH1578 lux reporter, luminescence, 6 h; activation, % at 18.7 µM; actives 0.16% (n = 350,000); AID 588436; in the data active means activation mostly above about 9.7%, no sharp cut-off; further: not every result past the cut was called active; inactives centre near 0; reference of the scale not given here
Rv3671c protease = inhibits the M. tuberculosis serine protease Rv3671c. actives 0.048% (n = 320,000). inhibition, % at 5.96 µM. P9WHR9; in the data active means inhibition above about 38%;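 further: extracellular domain of Rv3671c used as enzyme; 0% = enzyme with DMSO and 100% = no enzyme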
Mtb FBA inh = Mtb fructose-bisphosphate aldolase inhibition | purified M. tuberculosis FBA, fluorescence read-out | actives 2.3% (n = 360,000) | P9WQA3 | inhibition, % at 1 µM; in the data active means inhibition above about 27%;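 further: 0% = vehicle and 100% = reference inhibitor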
Target sequence (P9WQA3 whole entry, looked up): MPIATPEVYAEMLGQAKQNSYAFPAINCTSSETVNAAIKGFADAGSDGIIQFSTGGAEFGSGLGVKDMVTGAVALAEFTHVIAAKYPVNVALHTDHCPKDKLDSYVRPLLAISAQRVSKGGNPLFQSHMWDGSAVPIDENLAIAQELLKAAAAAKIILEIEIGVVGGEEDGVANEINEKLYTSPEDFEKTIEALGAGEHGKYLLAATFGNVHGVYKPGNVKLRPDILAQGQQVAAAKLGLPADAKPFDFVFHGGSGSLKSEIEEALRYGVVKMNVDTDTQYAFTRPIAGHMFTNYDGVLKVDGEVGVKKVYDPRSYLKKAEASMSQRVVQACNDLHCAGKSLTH
Active calls of the source: *; i = inactive; x = no result given; & = joins results of further samples.

SMILES	Mtb BioA inh	GDH-TPI inh	VHR inh abs	SSB-PriA inh	MazEF act	UGM FP inh	3CLpro inhibitor	BH1578 lux ind	Rv3671c protease	Mtb FBA inh
Cc1c(C(=O)N2CCN(C/C=C/c3ccccc3)CC2)oc2c(F)cccc12	3.0	-9	x	-6	3	6.6	x	-0.6	-6	-2
O=C(Cc1nnc(NC(=O)Nc2ccccc2F)s1)NCc1ccccc1	1.0	0	8	-1	-7	3.2	4	-0.2	-14	2
O=C(NCCc1ccccn1)c1cc(-c2ccccc2Cl)nc2ccccc12	x	1	42	-13	-5	-0.3	-3	-0.3	1	2
CCOC(=O)c1sc2nc(C)nc(SCC(=O)NC(C)CCc3ccccc3)c2c1C (centres undefined)	x	9	5	-3	-69	0.2	1	-0.3	-7	3
Cc1cc(NC(=O)c2ccccc2)ccc1NC(=O)Cc1ccccc1	-1.9	6	10	-1	7	1.5	2	i	-1	2
O=C(CN1CCCc2ccccc21)NC(=O)NC1CCCCC1	x	-3	12	9	18	0.8	-1	-0.7	-5	-7
CCCCOc1ccc(C(C)=O)cc1Cc1c(O)[nH]c(=S)[nH]c1=O	1.3	-17	-4	-15	4	-1.0	-4	-0.9	-4	-3
COc1ccc(CC(=O)NC(C)c2nnc(SCC(=O)Nc3nc(C)cs3)n2C)cc1 (centres undefined)	-3.1	8	-11	-16	-3	-6.3	3	-0.4	-4	-1
CSc1nc(NCCOCCO)c2sc3nc(-c4ccco4)c4c(c3c2n1)CCC4	-1.1	16	25	5	4	1.7	-2	-2.6	0	9
CC(=O)c1ccc(OCCCC(=O)OCC(=O)Nc2ccc3[nH]c(=O)[nH]c3c2)cc1	x	-3	x	9	-25	-0.8	x	0.1	6	0
O=C(CCCCn1c(=O)[nH]c2ccsc2c1=O)NCc1cccnc1	x	-2	9	-10	6	-0.4	2	7.1	-3	-2
CCC1=C(OC(=O)N(CC)CC)N2C(=O)OC(=NCC(=O)OC)[C@]2(Cc2ccccc2)[C@H]2C1=CC[C@H]1C(=O)N(c3ccccc3)C(=O)[C@H]12	0.9	2	11	11	-2	4.7	x	3.0	-4	1
O=C(CCNS(=O)(=O)c1cccc2nonc12)NC1CCCc2ccccc21 (centres undefined)	1.2	8	0	-9	7	-0.3	1	-0.4	4	-3
CCOC(=O)c1oc2ccccc2c1NC(=O)c1ccc(S(=O)(=O)N2CCCC2)cc1	-0.8	3	3	-17	-48	-0.8	0	-0.2	5	1
O=C(c1ccc(COc2c(F)c(F)cc(F)c2F)o1)N1CCN(c2ccc(Cl)cc2)CC1	-3.0	-2	-11	-20	-13	3.1	1	1.9	-3	-2
CC1CCN(S(=O)(=O)c2ccc3c(c2)C(=NO)c2cc(S(=O)(=O)N4CCC(C)CC4)ccc2-3)CC1	-0.6	-16	27	-21	-21	4.4	-3	i	-7	-7
CCCCn1c(NCc2cccs2)nc2ccccc21	x	3	-17	-7	-2	-0.9	-1	-0.7	-4	-1
Cc1cc(=O)n2nc(N3CCCC(C(=O)NCc4cccc(Cl)c4)C3)sc2n1 (centres undefined)	-1.0	6	19	-6	6	-1.8	-1	-3.8	6	1
CC1CCN(CCCCOc2ccccc2Br)CC1	x	6	-6	-2	4	1.5	-3	0.2	-3	8
CCC(Sc1ccc2nnc(-c3ccc(F)cc3)n2n1)C(=O)O (centres undefined)	0.3	7	19	-4	4	x	3	-0.4	2	9
COCCNC(=S)N/N=C/c1ccc(N2CCOCC2)cc1	0.8	31*	2	x	-5	-4.1	-3	-0.3	2	46*
Nn1c(SCC(=O)NCCC2=CCCCC2)nnc1C(F)(F)F	x	-2	18	-7	-9	1.5	4	-0.5	-2	-1
O=C(CCn1c(=O)[nH]c2ccccc2c1=O)N1CC=C(c2ccccc2)CC1	5.6	-5	-13	-2	12	-4.3	1	0.1	-3	0
CCCCS(=O)(=O)N1CCCC(C(=O)NCC2CCCO2)C1 (centres undefined)	1.4	5	2	-32	6	-0.3	0	-0.6	4	0
O=C(c1ccc([N+](=O)[O-])cc1)N1CCN(Cc2ccccc2[N+](=O)[O-])CC1	x	5	2	-1	-2	-0.8	2	0.9	0	-3

Single records, as listed above.
Results for `CCOC(=O)c1sc2nc(C)nc(SCC(=O)NC(C)CCc3ccccc3)c2c1C` (centres undefined) = Mtb BioA inh = x; GDH-TPI inh = 9; VHR inh abs = 5; SSB-PriA inh = -3; MazEF act = -69; UGM FP inh = 0.2; 3CLpro inhibitor = 1; BH1578 lux ind = -0.3; Rv3671c protease = -7; Mtb FBA inh = 3
Results for `CCCCn1c(NCc2cccs2)nc2ccccc21` = Mtb BioA inh = x; GDH-TPI inh = 3; VHR inh abs = -17; SSB-PriA inh = -7; MazEF act = -2; UGM FP inh = -0.9; 3CLpro inhibitor = -1; BH1578 lux ind = -0.7; Rv3671c protease = -4; Mtb FBA inh = -1

Later entries:
SMILES	Mtb BioA inh	GDH-TPI inh	VHR inh abs	SSB-PriA inh	MazEF act	UGM FP inh	3CLpro inhibitor	BH1578 lux ind	Rv3671c protease	Mtb FBA inh
CCc1nc2ccc(C(=O)N(C)CCN(C)C)cn2c1N(C)Cc1cc2ccccc2s1	2.5	0	x	x	x	x	x	5.0	x	2
CCS(=O)(=O)c1nnnn1-c1ccccc1S(C)(=O)=O	1.3	3	0	-28	-15	-0.8	0	-1.4	-1	0
CN(C)c1ccc(C=c2c3ccccc3n3c2c2ccccc2[n+]3C)cc1	x	24	x	-11	-6	x	x	-1.6	x	-1
COc1ccc(S(=O)(=O)N2CCOCC2)cc1NC(=O)c1ccc(Cl)cc1	0.1	-9	x	-4	-18	-0.1	x	-0.7	0	0
Cc1ccc(CN2CCN(Cc3ccc(-n4cccn4)cc3)CC2CCO)cc1 (centres undefined)	-0.9	2	30	-5	2	-1.5	1	2.1	-3	-3
COc1cc(C2c3cc4c(cc3OC(NCc3ccccc3)C2C)OCO4)cc(OC)c1OC (centres undefined)	x	-1	x	-5	8	x	x	-1.0	x	-1
COc1ccc(Br)cc1C(=O)Nc1cccc(C)c1C	x	7	4	-9	7	-3.7	0	i	5	2
CCOC(=O)C(=CNc1ccc(O)c(C(=O)OC)c1)C(=O)OCC	2.0	26	x	-12	1	-4.4	x	-0.8	5	-2
CC(=O)Nc1ccc2c(c1)ncn2C1CCCCC1	1.2	-1	x	-7	10	3.6	-5	i	-3	0
CC1CCN(S(=O)(=O)c2ccc3c(c2)N(CC(=O)NCCCN(Cc2ccccc2)C(C)C)C(=O)CO3)CC1	0.7	0	11	1	7	4.1	4	-0.1	-7	1
Cc1cc(C)cc(N(CC(=O)NCc2ccco2)S(=O)(=O)c2c(C)noc2C)c1	0.3	4	0	-6	4	-0.4	1	-0.6	7	-1
CCN(CC)C(=O)N1CCC(NC(=O)c2ccccc2)CC1	0.8	6	14	-8	2	-1.9	-10	-0.3	1	1
CN(C(=O)COC(=O)c1nc(Cl)ccc1Cl)C1CCS(=O)(=O)C1 (centres undefined)	-0.9	-6	18	-3	6	1.7	-3	i	-3	1
CC12CC(c3ccccc3O1)C(/C(N)=N/NC(=O)c1ccc(F)cc1)C(=O)N2 (centres undefined)	x	-5	-8	x	5	0.8	-2	0.3	-3	4
O=C(COc1ccc2ccccc2c1)N/N=C/C1CC=CCC1 (centres undefined)	11	-11	12	x	-1	1.2	3	-0.2	-9	2
NS(=O)(=O)c1ccc(CNC(=O)Cc2ccsc2)cc1	-1.2	2	10	-13	-1	-1.1	3	i	-3	0
O=C(Nc1cccc(C(F)(F)F)c1)NC1CCCCC1	1.6	7	17	-1	0	7.1	-3	i	-6	1
COc1ccc2[nH]c3c(c2c1)CCN=C3C	-4.9	16	x	36	7	-3.1	x	-0.7	4	0
Cc1cc(C)cc(OCC(=O)OCC(=O)N(C)CC(=O)Nc2ccc(F)cc2)c1	-0.5	-6	x	7	5	-0.4	x	i	1	-2
Cc1oc(-c2ccccc2)nc1Cn1cccc1C1=NC(c2ccccc2)CO1 (centres undefined)	-1.6	-3	26	-5	-8	0.5	1	-0.9	-6	-2
Cn1cc(C2OC(=O)c3ccccc32)c2ccccc21 (centres undefined)	-0.3	2	x	-11	5	x	x	i	x	-1
COc1ccc2[nH]c3c(NCCN(C(C)C)C(C)C)ncnc3c2c1	4.1	2	20	9	8	-1.4	-2	-4.7	4	54*
COc1ccc(N2CCN(S(=O)(=O)/C=C/c3ccccc3)CC2)cc1	0.0	7	-9	-10	-1	0.7	-6	-11	6	-1
Cc1ccc(NC(=O)c2ccc3c(=O)n4c(nc3c2)CCCCC4)cc1F	1.7	7	6	-25	1	3.3	-8	-0.4	-35	-1
CC(C)(C)C(=O)CN1C(=O)NC(c2ccccc2)(c2ccccc2)C1=O	0.1	-7	36	-13	7	2.9	2	-0.2	-1	-1

The last two compounds of the section before lead into the next.
SMILES	Mtb BioA inh	GDH-TPI inh	VHR inh abs	SSB-PriA inh	MazEF act	UGM FP inh	3CLpro inhibitor	BH1578 lux ind	Rv3671c protease	Mtb FBA inh
Cc1ccc(NC(=O)c2ccc3c(=O)n4c(nc3c2)CCCCC4)cc1F	1.7	7	6	-25	1	3.3	-8	-0.4	-35	-1
CC(C)(C)C(=O)CN1C(=O)NC(c2ccccc2)(c2ccccc2)C1=O	0.1	-7	36	-13	7	2.9	2	-0.2	-1	-1
COc1ccc(/C=N/NS(=O)(=O)c2ccc(C)cc2)cc1OC(=O)c1ccccc1	-0.1	13	4	x	-1	1.2	2	-4.5	-29	128*
O=C(COC(=O)/C=C/c1ccccc1)NC1CCS(=O)(=O)C1 (centres undefined)	0.5	11	x	-2	1	x	x	-5.7	2	2
Nc1ccccc1C(=O)OCCc1ccccc1	0.3	-4	x	-52	10	3.0	x	-0.4	-6	17
COc1cccc2sc(N(CCN(C)C)C(=O)c3ccc(S(=O)(=O)N4CCCC4)cc3)nc12	-1.3	-2	0	-4&-6	-5	0.3	7	i	-4	-1
CCn1c(SCC(=O)c2cc(OC)ccc2OC)nnc1-c1ccncc1	-4.3	15	x	-6	3	-3.6	-9	4.2	-7	1
CC(=O)c1cccc(N(CC(=O)NCC2CCCO2)C(=O)CCC(=O)Nc2cc(C)on2)c1 (centres undefined)	-0.5	1	-4	-12	1	2.2	0	x	0	0
CCC(C)NC(=O)CC(NS(=O)(=O)c1ccc(NC(C)=O)cc1)C(C)C (centres undefined)	-0.6	-1	7	-5	1	4.5	-2	i	7	1
CCOc1ccc(OCCNC(=O)c2ccc3c(c2)nnn3CC)cc1	2.4	3	x	-30	1	-6.9	x	-2.9	3	2
CC1(C)CC2(CC(c3ccccc3)Oc3cc(O)ccc32)NC(=O)N1 (centres undefined)	x	x	22	x	x	2.8	3	x	0	x
Cc1nn(Cc2ccccc2)c(C)c1NS(=O)(=O)c1ccccc1	-0.5	0	27	3	3	-3.0	-2	x	-3	0
O=C(CCN1CCOCC1)N/N=C/c1cc([N+](=O)[O-])ccc1OC(F)F	-1.0	6	2	x	0	0.2	4	i	0	-3
COc1ccc([N+](=O)[O-])cc1NC(=O)c1ccc(N(Cc2ccccc2Cl)S(C)(=O)=O)cc1	-1.4	12	7	-6	11	0.3	7	-0.3	-11	-3
O=C(CN1C(=O)C2C3C=CC(C4CC34)C2C1=O)NCc1ccco1 (centres undefined)	-2.9	3	1	-9	-2	-1.2	1	-0.1	-22	-1
CC(C)CCn1nnnc1CN1CCN(C(=O)c2ccco2)CC1	-1.0	-8	17	-7	4	-1.7	-3	-0.5	5	-1
CCOc1ccc(-c2cccc(NC(=O)c3ccc(Br)o3)c2)nn1	2.7	3	x	-4	2	1.9	x	-1.1	-2	-1
O=C(CSc1ccccc1)Nc1ccc2c(c1)OCO2	1.4	-5	22	4	13	0.8	3	-0.5	5	0
COc1ccc(CCNc2ccc(C(CC(N)=O)NC(=O)c3ccc(Br)cc3)cc2[N+](=O)[O-])cc1 (centres undefined)	-1.9	-3	-5	-25	-1	1.2	x	i	-27	-4
COc1cc(-c2nc(N)n[nH]2)cc(OC)c1OC	0.5	6	11	-5	1	-1.0	-3	3.8	7	0
CCOc1ccc2nc(N(CCCN(C)C)C(=O)c3ccc(S(=O)(=O)N4CCc5ccccc5C4)cc3)sc2c1	-2.1	5	-17	22&-8	6	1.3	4	-0.6	-5	3
CCCCCCn1c(COc2ccccc2F)nnc1SCC(=O)NC1CCS(=O)(=O)C1 (centres undefined)	3.0	1	x	5	-5	x	x	i	x	1
Cc1ccc(CN2CCNC(=O)C2CC(=O)N2CCN(c3ncccn3)CC2)o1 (centres undefined)	-1.9	-1	22	-4	-4	2.7	-4	i	3	3

This is a subset; count on the stated rates, not on these rows.
